# Assay outcomes (PubChem BioAssay)
# NSD2 inh: blocks human NSD2 histone methyltransferase activity | O96028 | NSD2-SET H3K36me1 DELFIA fluorescence, biochemical | inhibition, % at 12.5 µM | hit rate 0.07% among 44,000; in the data active = inhibition above about 54%, passing the limit was not always enough; inconclusive = no clear call, values can overlap the other calls;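 also: inhibitors reduce the monomethyl H3K36 fluorescence signal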
# Target sequence (O96028 whole entry, looked up): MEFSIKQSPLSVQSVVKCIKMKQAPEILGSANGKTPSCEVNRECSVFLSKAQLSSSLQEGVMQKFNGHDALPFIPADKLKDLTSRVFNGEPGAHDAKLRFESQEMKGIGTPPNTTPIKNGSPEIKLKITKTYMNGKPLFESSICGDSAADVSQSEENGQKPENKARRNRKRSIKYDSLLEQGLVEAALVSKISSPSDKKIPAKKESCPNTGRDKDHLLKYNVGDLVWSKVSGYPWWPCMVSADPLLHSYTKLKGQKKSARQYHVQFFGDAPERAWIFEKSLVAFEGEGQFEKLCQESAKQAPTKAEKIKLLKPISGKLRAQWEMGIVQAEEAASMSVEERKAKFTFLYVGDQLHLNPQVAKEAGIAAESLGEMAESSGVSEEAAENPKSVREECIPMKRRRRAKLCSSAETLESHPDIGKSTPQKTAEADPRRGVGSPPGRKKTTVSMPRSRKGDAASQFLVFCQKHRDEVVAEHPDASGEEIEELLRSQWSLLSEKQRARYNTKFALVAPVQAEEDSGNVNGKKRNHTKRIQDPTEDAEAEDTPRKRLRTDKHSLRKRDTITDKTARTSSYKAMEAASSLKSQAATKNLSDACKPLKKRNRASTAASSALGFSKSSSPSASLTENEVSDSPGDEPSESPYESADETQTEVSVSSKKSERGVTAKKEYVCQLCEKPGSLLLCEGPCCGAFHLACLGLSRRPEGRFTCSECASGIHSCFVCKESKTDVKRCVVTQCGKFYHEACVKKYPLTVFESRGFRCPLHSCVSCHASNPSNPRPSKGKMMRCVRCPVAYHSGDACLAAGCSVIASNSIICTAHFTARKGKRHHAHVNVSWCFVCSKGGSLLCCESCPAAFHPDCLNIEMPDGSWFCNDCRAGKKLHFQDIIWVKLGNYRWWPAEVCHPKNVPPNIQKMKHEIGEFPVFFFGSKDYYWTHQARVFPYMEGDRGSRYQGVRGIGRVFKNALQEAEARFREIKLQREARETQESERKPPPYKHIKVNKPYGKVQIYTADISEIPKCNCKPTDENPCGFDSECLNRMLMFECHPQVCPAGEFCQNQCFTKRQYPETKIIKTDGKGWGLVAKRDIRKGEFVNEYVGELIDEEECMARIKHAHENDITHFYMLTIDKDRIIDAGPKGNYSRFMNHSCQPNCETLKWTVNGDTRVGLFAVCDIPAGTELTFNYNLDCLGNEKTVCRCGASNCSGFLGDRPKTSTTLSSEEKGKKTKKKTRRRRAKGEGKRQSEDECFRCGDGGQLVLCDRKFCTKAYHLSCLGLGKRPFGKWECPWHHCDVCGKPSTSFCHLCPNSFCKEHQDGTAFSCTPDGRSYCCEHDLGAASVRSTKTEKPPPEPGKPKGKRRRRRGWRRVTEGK
# An asterisk follows results filed as active; ? = inconclusive.
molecule | NSD2 inh
COc1cc(Br)cc(/C=N/NC(=O)CCCCC(=O)NO)c1O | 4
C[C@@H]1CN([C@@H](C)CO)C(=O)c2cc(NC(=O)Nc3cccc4ccccc34)ccc2O[C@@H]1CN(C)C | 0
Cc1ccc(S(=O)(=O)Nc2ccc3c(c2)C(=O)N([C@H](C)CO)C[C@H](C)[C@@H](CN(C)C(=O)Nc2c(C)noc2C)OCCCC[C@@H](C)O3)cc1 | 5
C[C@@H]1CN([C@@H](C)CO)C(=O)c2cccc(NC(=O)Nc3cccc4ccccc34)c2O[C@H]1CN(C)S(=O)(=O)c1cccs1 | -4
C[C@@H]1CN([C@@H](C)CO)C(=O)c2cccc(NS(=O)(=O)c3ccc(Cl)cc3)c2O[C@@H]1CN(C)S(=O)(=O)c1cn(C)cn1 | -1
C[C@H](CO)N1C[C@H](C)[C@@H](CN(C)S(=O)(=O)c2cn(C)cn2)Oc2c(NC(=O)Nc3cccc4ccccc34)cccc2C1=O | 2
C[C@@H]1CN([C@H](C)CO)C(=O)c2cc(NS(=O)(=O)c3ccc(Cl)cc3)ccc2O[C@@H]1CN(C)Cc1ccc(C(F)(F)F)cc1 | -12
C[C@@H]1CN([C@@H](C)CO)C(=O)c2cc(NC(=O)NC3CCCCC3)ccc2O[C@@H](C)CCCCO[C@@H]1CN(C)C(=O)CCCN(C)C | ?
COc1cc([C@@H]2C3C=C([C@H]4Oc5cc(O)cc(O)c5C(=O)[C@@H]4O)[C@H]4[C@@H]2COC4(O)C3=O)ccc1O | 2
CC(C)C#Cc1ccc2c(c1)O[C@H](CN(C)C(=O)c1cccc(F)c1)[C@@H](C)CN([C@@H](C)CO)S2(=O)=O | -10
CCOC(=O)Cc1cc(C(=O)c2ccc(OC)cc2)sc1-c1ccc(OC)cc1 | 7
CCCC#Cc1cnc2c(c1)C(=O)N([C@@H](C)CO)C[C@@H](C)[C@@H](CN(C)Cc1ccncc1)O2 | 0
CCCC#Cc1cnc2c(c1)C(=O)N([C@@H](C)CO)C[C@@H](C)[C@@H](CN(C)Cc1ccccc1F)O2 | 5
CC(C)CC#Cc1cnc2c(c1)C(=O)N([C@@H](C)CO)C[C@H](C)[C@H](CN(C)C(=O)c1ccc3c(c1)OCO3)O2 | 4
C=CCNC(=O)[C@H]1[C@@H]2C(=O)O[C@@H](c3ccccc3)[C@@H](c3ccccc3)N2[C@@H](c2ccccc2OCCO)[C@]12C(=O)N(C(=O)OCCOC)c1ccc(C#CC3=CCCCC3)cc12 | -1
CCCC#Cc1ccc2c(c1)O[C@@H](CN(C)Cc1cccnc1)[C@H](C)CN([C@H](C)CO)S2(=O)=O | 10
C[C@@H]1CCCCO[C@H](CN(C)Cc2ccc3c(c2)OCO3)[C@@H](C)CN([C@@H](C)CO)C(=O)c2cc(NC(=O)CCC(F)(F)F)ccc2O1 | -3
O=C(O)/C(=C/C(=O)c1ccc(F)cc1)Nc1ccc2[nH]c(=O)[nH]c2c1 | -2
COc1ccc(S(=O)(=O)N(C)C[C@@H]2Oc3ccc(NC(=O)C4CC4)cc3CC(=O)N([C@@H](C)CO)C[C@H]2C)cc1 | 4
C[C@@H]1CN([C@H](C)CO)C(=O)c2cc(NS(=O)(=O)c3ccc(F)cc3)ccc2O[C@@H](C)CCCCO[C@@H]1CN(C)Cc1ccc2c(c1)OCO2 | -1
Cc1noc(C)c1NC(=O)Nc1ccc2c(c1)C(=O)N([C@H](C)CO)C[C@@H](C)[C@H](CN(C)Cc1ccc(-c3ccccc3)cc1)O2 | -5
C[C@H]1CN([C@@H](C)CO)C(=O)Cc2cc(NS(=O)(=O)c3cn(C)cn3)ccc2O[C@@H]1CN(C)C(=O)Nc1ccc(C(F)(F)F)cc1 | -1
CC(=O)OC1CC2(C)C3CC=C4C(CC(O)C(O)C4(C)C)C3(C)CCC2(C)C1C(C)(O)C(=O)CCC(C)(C)O (centres undefined) | -3
C[C@H]1CN([C@@H](C)CO)C(=O)c2cc(NC(=O)NC3CCCCC3)ccc2O[C@@H]1CN(C)Cc1ccncc1 | -4
C[C@H](CO)N1C[C@H](C)[C@@H](CN(C)C(=O)Nc2ccc(F)cc2)Oc2ccc(NC(=O)Cn3cnnn3)cc2C1=O | -4
CCN(CC)CCOc1ccc(/C(=C(\Cl)c2ccccc2)c2ccccc2)cc1 | 2
COc1cc(Br)cc(/C=N/NC(=O)CCCCCCC(=O)Nc2ccccc2O)c1O | -6
Cc1noc(C)c1NC(=O)N(C)C[C@H]1Oc2ccc(NC(=O)CCN3CCOCC3)cc2C(=O)N([C@@H](C)CO)C[C@@H]1C | 2
CNC[C@H]1Oc2ccc(NC(=O)CCN3CCOCC3)cc2C(=O)N([C@@H](C)CO)C[C@@H]1C | 9
CC(C)COC(=O)N(C)C[C@H]1OCc2ccccc2-c2ccccc2C(=O)N([C@H](C)CO)C[C@H]1C | -4
CC(=O)N(C)C[C@@H]1Oc2cc(-c3cccc(F)c3)ccc2S(=O)(=O)N([C@H](C)CO)C[C@H]1C | -2
C[C@H](CO)N1C[C@H](C)[C@H](CN(C)Cc2ccc3c(c2)OCO3)Oc2c(NS(=O)(=O)c3cccs3)cccc2C1=O | -3
C[C@@H]1CN([C@@H](C)CO)C(=O)c2c(c3ccccc3n2C)-c2ccccc2CO[C@@H]1CN(C)C | 1
C[C@@H]1CN([C@@H](C)CO)C(=O)c2cc(-c3ccncc3)cnc2O[C@H]1CN(C)S(=O)(=O)c1ccccc1 | -1
C[C@H](CO)N1C[C@H](C)[C@@H](CN(C)Cc2ccc(C(=O)Nc3ccccc3N)cc2)Oc2ccc(NS(=O)(=O)c3cn(C)cn3)cc2CC1=O | 4
C[C@@H]1CN([C@H](C)CO)C(=O)Cc2cc(NS(=O)(=O)c3ccccc3)ccc2O[C@H]1CN(C)C | 0
C[C@@H]1CN([C@H](C)CO)C(=O)c2cc(NC(=O)Nc3ccc(C(F)(F)F)cc3)ccc2O[C@@H]1CN(C)C(=O)Nc1ccc2c(c1)OCO2 | -10
CC(C)NC(=O)Nc1ccc2c(c1)C(=O)N([C@@H](C)CO)C[C@H](C)[C@H](CN(C)S(=O)(=O)c1cccs1)OCCCC[C@@H](C)O2 | -2
O=C(CCCCCC(=O)N/N=C/c1ccncc1Br)NO | -5
CCCNC(=O)C[C@H]1C[C@@H]2c3cc(NS(=O)(=O)c4cccc(OC)c4)ccc3O[C@@H]2[C@@H](CO)O1 | 3
CCC(=O)N(C)C[C@H]1Oc2cc(C#Cc3ccncc3)ccc2S(=O)(=O)N([C@H](C)CO)C[C@H]1C | 16
C/C=C/c1cnc2c(c1)C(=O)N([C@@H](C)CO)C[C@@H](C)[C@H](CN(C)S(=O)(=O)c1ccccc1)O2 | -6
Cc1noc(C)c1S(=O)(=O)Nc1ccc2c(c1)C(=O)N([C@H](C)CO)C[C@@H](C)[C@H](CN(C)CC1CCCCC1)O2 | -2
COc1ccc(S(=O)(=O)Nc2cccc3c2O[C@@H](CN(C)C(=O)Nc2c(C)noc2C)[C@H](C)CN([C@H](C)CO)C3=O)cc1 | 5
C[C@@H]1CCCCO[C@@H](CN(C)S(=O)(=O)c2cccs2)[C@H](C)CN([C@H](C)CO)C(=O)c2cc(NS(=O)(=O)c3ccc(Cl)cc3)ccc2O1 | 1
CCCNC(=O)N(C)C[C@@H]1Oc2ncc(C#CC3(O)CCCC3)cc2C(=O)N([C@H](C)CO)C[C@@H]1C | 6
C[C@H]1CN([C@@H](C)CO)S(=O)(=O)c2ccc(/C=C/c3ccccc3)cc2O[C@H]1CN(C)C(=O)c1ccccc1 | -1
C[C@@H]1CN([C@H](C)CO)C(=O)c2cc(NC(=O)CCN3CCOCC3)ccc2O[C@H]1CN(C)Cc1ccc(C(=O)O)cc1 | 3
C[C@H]1CN([C@@H](C)CO)C(=O)c2cc(C#CCN(C)C)cnc2O[C@H]1CN(C)Cc1ccc2c(c1)OCO2 | 6
CCC(=O)N(C)C[C@@H]1Oc2cc(-c3cccc(OC)c3)ccc2S(=O)(=O)N([C@@H](C)CO)C[C@@H]1C | -2

# Further records follow.
molecule | NSD2 inh
C[C@@H]1CN([C@H](C)CO)C(=O)c2cc(NC(=O)Nc3cccc4ccccc34)ccc2O[C@H]1CN(C)C(=O)Nc1ccc2c(c1)OCO2 | 1
C[C@@H]1CN([C@H](C)CO)C(=O)c2cc(C3=CCCCC3)cnc2O[C@H]1CN(C)Cc1ccccn1 | -1
C[C@@H]1CCCCO[C@H](CN(C)C(=O)c2ccccc2)[C@@H](C)CN([C@@H](C)CO)C(=O)c2cc(NC(=O)c3ccccc3)ccc2O1 | 4
C[C@H](CO)N1C[C@H](C)[C@H](CN(C)C(=O)Nc2ccc(C(F)(F)F)cc2)Oc2ccc(NC(=O)Nc3ccc4c(c3)OCO4)cc2C1=O | -7
CNC[C@@H]1Oc2ccc(NS(=O)(=O)c3c(C)noc3C)cc2CC(=O)N([C@H](C)CO)C[C@@H]1C | 5
Cc1noc(C)c1NC(=O)N(C)C[C@@H]1OCCCC[C@H](C)Oc2ccc(NC(=O)Nc3ccccc3)cc2C(=O)N([C@@H](C)CO)C[C@H]1C | -1
C[C@@H]1CN([C@@H](C)CO)C(=O)c2cc(NC(=O)C3CCCCC3)ccc2O[C@@H]1CN(C)CC1CCCCC1 | 4
COc1ccccc1-c1cnc2c(c1)C(=O)N([C@@H](C)CO)C[C@@H](C)[C@H](CN(C)C(C)=O)O2 | 0
COc1cccc(S(=O)(=O)Nc2ccc3c(c2)[C@H]2C[C@@H](CC(=O)NCc4cccc(F)c4)O[C@H](CO)[C@H]2O3)c1 | 1
C[C@@H]1CCCCO[C@H](CN(C)CC2CC2)[C@H](C)CN([C@@H](C)CO)C(=O)c2cc(NS(=O)(=O)c3ccc(F)cc3)ccc2O1 | -1
CC(C)NC(=O)N(C)C[C@H]1Oc2ccc(NC(=O)Nc3ccccc3)cc2C(=O)N([C@@H](C)CO)C[C@H]1C | 2
Cc1ccc(S(=O)(=O)N(C)C[C@H]2OCCCC[C@@H](C)Oc3ccc(NC(=O)c4ccncc4)cc3C(=O)N([C@@H](C)CO)C[C@@H]2C)cc1 | 0
COc1ccc(C#Cc2cnc3c(c2)C(=O)N([C@H](C)CO)C[C@H](C)[C@H](CN(C)S(C)(=O)=O)O3)cc1OC | 1
COc1cccc(CNC(=O)C[C@H]2C=C[C@@H](NC(C)=O)[C@H](CO)O2)c1 | 1
COc1ccc(S(=O)(=O)Nc2ccc3c(c2)C(=O)N([C@@H](C)CO)C[C@@H](C)[C@H](CN(C)Cc2ccc(C(=O)O)cc2)OCCCC[C@@H](C)O3)cc1 | 15
C/C=C/c1ccc2c(c1)O[C@@H](CN(C)Cc1ccc(F)cc1)[C@@H](C)CN([C@H](C)CO)S2(=O)=O | -7
COc1ccc(NC(=O)N(C)C[C@@H]2Oc3ncccc3C(=O)N([C@H](C)CO)C[C@@H]2C)cc1 | 2
C[C@@H]1CCCCO[C@H](CN(C)S(=O)(=O)c2ccc(Cl)cc2)[C@@H](C)CN([C@H](C)CO)C(=O)c2cc(NS(=O)(=O)c3ccc(Cl)cc3)ccc2O1 | 1
Cc1noc(C)c1NC(=O)Nc1cccc2c1O[C@@H](CN(C)C)[C@H](C)CN([C@H](C)CO)C2=O | 0
C[C@H](CO)N1C[C@H](C)[C@@H](CN(C)C(=O)CN2CCOCC2)Oc2ncc(-c3ccncc3)cc2C1=O | 6
COc1ccc(NC(=O)N[C@H]2CC[C@H](CC(=O)NCc3ccccn3)O[C@H]2CO)cc1 | -17
Cc1noc(C)c1S(=O)(=O)Nc1ccc2c(c1)C(=O)N([C@@H](C)CO)C[C@@H](C)[C@@H](CN(C)C(=O)NC(C)C)OCCCC[C@H](C)O2 | -7
COCC(=O)N(C)C[C@H]1Oc2cc(-c3cccc(F)c3)ccc2S(=O)(=O)N([C@@H](C)CO)C[C@@H]1C | 12
Cc1ccc(S(=O)(=O)Nc2ccc3c(c2)C(=O)N([C@H](C)CO)C[C@@H](C)[C@@H](CN(C)S(=O)(=O)c2ccc(Cl)cc2)OCCCC[C@@H](C)O3)cc1 | -3
C[C@H](CO)N1C[C@H](C)[C@@H](CN(C)C(=O)Nc2ccc(F)cc2)Oc2ccc(N(C)C)cc2CC1=O | -7

# Sorted by the number under NSD2 inh (highest first): some entries from above.
SMILES | NSD2 inh
COc1cccc(S(=O)(=O)Nc2ccc3c(c2)[C@H]2C[C@@H](CC(=O)NCc4cccc(F)c4)O[C@H](CO)[C@H]2O3)c1 | 1
C[C@@H]1CCCCO[C@H](CN(C)CC2CC2)[C@H](C)CN([C@@H](C)CO)C(=O)c2cc(NS(=O)(=O)c3ccc(F)cc3)ccc2O1 | -1
C/C=C/c1ccc2c(c1)O[C@@H](CN(C)Cc1ccc(F)cc1)[C@@H](C)CN([C@H](C)CO)S2(=O)=O | -7

# Returning to the listing, starting four compounds before the break.
molecule | NSD2 inh
Cc1noc(C)c1S(=O)(=O)Nc1ccc2c(c1)C(=O)N([C@@H](C)CO)C[C@@H](C)[C@@H](CN(C)C(=O)NC(C)C)OCCCC[C@H](C)O2 | -7
COCC(=O)N(C)C[C@H]1Oc2cc(-c3cccc(F)c3)ccc2S(=O)(=O)N([C@@H](C)CO)C[C@@H]1C | 12
Cc1ccc(S(=O)(=O)Nc2ccc3c(c2)C(=O)N([C@H](C)CO)C[C@@H](C)[C@@H](CN(C)S(=O)(=O)c2ccc(Cl)cc2)OCCCC[C@@H](C)O3)cc1 | -3
C[C@H](CO)N1C[C@H](C)[C@@H](CN(C)C(=O)Nc2ccc(F)cc2)Oc2ccc(N(C)C)cc2CC1=O | -7
Cc1noc(C)c1NC(=O)N(C)C[C@@H]1Oc2ncc(C#Cc3cccc(F)c3)cc2C(=O)N([C@H](C)CO)C[C@@H]1C | 1
CCCN(C)C[C@H]1Oc2ncc(-c3cccc(C#N)c3)cc2C(=O)N([C@@H](C)CO)C[C@H]1C | 19
COC(=O)CCCCCCC(=O)N/N=C/c1ccc(N(C)C)cc1 | -4
C[C@H](CO)N1C[C@H](C)[C@@H](CN(C)Cc2ccc3c(c2)OCO3)Oc2c(NC(=O)C3CCCCC3)cccc2C1=O | -4
C[C@@H]1CCCCO[C@@H](CN(C)C(=O)CCCN(C)C)[C@@H](C)CN([C@@H](C)CO)C(=O)c2cc(NS(=O)(=O)c3ccc(Cl)cc3)ccc2O1 | 2

# A portion of the library; the hit share may differ from the screen's.
